HT1080-NT tox: kills 2HG-producing HT-1080-NT fibrosarcoma cells; HT-1080-NT fibrosarcoma viability, CellTiter-Glo ATP luminescence, 48 h; Potency, µM (highest dose often 46.1 µM), inactives show at the highest dose activity, negative = less viability, most hits filed as cytotoxic; actives 1.6% (n = 360,000); AID 686970;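 note: NT is the 2HG producing partner of a matched IDH1 knockdown line; 0% = DMSO-treated cells and -100% = media-only wells without cells; nearly all actives have a fitted effect of over 55% in size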
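Viability by CellTiter-Glo luminescence after 48 h compound exposure at 37C of HT-1080-NT cells (750/well, RPMI, 5% FBS). % activity scaled between DMSO wells and medium-only wells, then curve-fitted and categorized by curve class.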
KB-V1 cytotox: KB-V1 MDR subline cytotoxicity. KB-V1 MDR cells viability, CellTiter-Glo, 72 h. Potency, µM (top dose mostly 46.1 µM), for the others: at the highest dose activity change, negative = cytotoxicity, usual class: cytotoxic. actives 3.4% (n = 400,000); note: % is set by controls: 0 for no effect and ±100 for the full control effect; nearly all actives have a fitted effect of over 60% in size
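KB-V1, DMEM (no phenol red) + 10% FBS; cpd pin-transferred, titration series; 72 h, 37 degrees C; CellTiter-Glo, luminescence. Data normalized, curve-fit.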
HEK293 tox: cytotoxicity counter-screen for GLP-1 receptor inverse agonists | HEK293 cAMP-luciferase reporter cells, luminescence, 24 h | actives 0.13% (n = 410,000) | AID 624418 | Potency, µM (titrated, usually from 38.3 µM), for inactives: at the top dose activity change, negative = inhibition, hits mostly inhibitors;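 note: loss of luciferase light is scored as toxicity; % is set by controls: 0 for no effect and ±100 for the full control effect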
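Cells in DMEM/10% Nu serum/1% pen-strep, 1536-well format. Pre-incubated 12 h, dosed with 23 nL compound, incubated a further 24 h. Luciferase detection, 12 min at room temp, luminescence.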
GLP1R inv ag: acts as inverse agonist at human GLP-1 receptor; HEK293 GLP-1R CRE-luciferase, luminescence, 24 h; GLP-1R form is constitutively active; Potency, µM (doses to about 38.3 µM), for the others: at the top dose activity change, negative = inhibition, hits mostly inhibitors; actives 1.6% (n = 410,000); note: % is set by controls: 0 for no effect and ±100 for the full control effect; nearly all actives have a fitted effect of over 55% in size
Target sequence (P43220 whole entry, looked up): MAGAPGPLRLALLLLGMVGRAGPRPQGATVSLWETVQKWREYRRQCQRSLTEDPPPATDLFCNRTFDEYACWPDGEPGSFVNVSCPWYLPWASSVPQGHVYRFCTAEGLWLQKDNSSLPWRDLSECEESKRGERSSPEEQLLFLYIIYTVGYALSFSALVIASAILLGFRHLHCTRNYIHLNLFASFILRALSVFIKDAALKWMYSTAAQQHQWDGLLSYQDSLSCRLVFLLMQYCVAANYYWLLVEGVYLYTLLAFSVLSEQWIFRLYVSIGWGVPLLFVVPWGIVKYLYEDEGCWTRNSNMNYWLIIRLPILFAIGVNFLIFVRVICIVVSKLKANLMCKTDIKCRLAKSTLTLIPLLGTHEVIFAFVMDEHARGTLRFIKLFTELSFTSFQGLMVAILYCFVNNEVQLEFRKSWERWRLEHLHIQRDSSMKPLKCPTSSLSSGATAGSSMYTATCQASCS
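Inverse agonists were sought by their lowering of basal cAMP reporter luciferase output in HEK293 cells stably carrying constitutively active human GLP-1R, after 24 h compound treatment.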
HT1080 IDH1KD tx: toxicity to HT-1080 IDH1 knockdown cells (counter line). actives 2% (n = 360,000). Potency, µM (doses to about 46.1 µM), without a hit: at the highest dose activity, negative = toxicity, actives largely listed as cytotoxic. AID 686971. HT-1080 IDH1 knockdown viability, ATP luminescence, 48 h;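 note: 0% = DMSO wells and -100% = cell-free medium wells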
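After a 2 h attachment period, IDH1KD HT-1080 cells took pin-transferred compound for 48 h at 37 °C; ATP-based luminescence after 10 min room-temperature reagent incubation reported viability.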
SW480 rerep: induces DNA re-replication in SW480 colon adenocarcinoma cells; SW480 DNA re-replication, Hoechst DNA content imaging, 48 h; Potency, µM (doses to about 46.1 µM), inactives show at the top dose re-replication activation, most hits filed as activators; actives 1.8% (n = 340,000); note: % of control where 0% means no effect; nearly all actives have a fitted effect of over 55% in size
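Hoechst fluorescence of nuclei (405 nm excitation, 500-530 nm emission) measured by plate-scanning imager after 48 hr compound exposure at 37 C; re-replication scored as increased number of nuclei with elevated intensity.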
TDP-43 yeast inh: inhibitors of TDP-43 toxicity in yeast | TDP-43 expressing yeast growth rescue, BacTiter-Glo, 24 h | Potency, µM (titrated, usually from 46.1 µM), for inactives: at the top dose growth rescue (activation), usual class: activators | actives 1.8% (n = 410,000) | AID 652104; note: % of control where 0% means no effect; nearly all actives have a fitted effect of over 50% in size
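Luminescence from BacTiter-Glo reports growth of TDP-43-expressing yeast after 24 hr at 30 deg C with compound. Cells were raffinose-pregrown to mid-log, then seeded in galactose medium at OD600=0.02.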
GLP1R ag: GLP-1 receptor (human) agonism; actives 0.007% (n = 380,000); AID 624172; HEK293 GLP-1R CRE-luciferase, luminescence, 4-6 h; cells express a hypersensitive GLP-1R form; Potency, µM (top dose mostly 45.6 µM), for the others: at the highest dose activation, usual class: activators; P43220; note: % of control where 0% means no effect
KB-3-1 cytotox: kills parental KB-3-1 adenocarcinoma cells; KB-3-1 viability, CellTiter-Glo ATP luminescence, 72 h; Potency, µM (top dose mostly 46.1 µM), for the others: at the top dose activity change, negative = cytotoxic, most hits filed as cytotoxic; actives 1.4% (n = 400,000); AID 1347075; note: % is set by controls: 0 for no effect and ±100 for the full control effect; nearly all actives have a fitted effect of over 60% in size
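Parental KB-3-1 adenocarcinoma cells in phenol-red-free DMEM with 10% FBS were pin-treated with compounds at several concentrations, incubated 72 h at 37 °C, and viability read by CellTiter-Glo luminescence; concentration-effect curves were fitted after normalization.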
* marks the source's active call; other numbers are inactive results; u = inconclusive; x = no result given; & = joins results of further samples; [ ] = remark or other dose. Calls come from the whole dose curve; as a rule, active = well fitted curve in the direction sought with a large enough effect; inconclusive = small, poorly fitted or top-dose-only effect, or another doubt; inactive = no such curve, though single readings can be large; an effect the other way counts as inactive or inconclusive. Potency is the fitted concentration of half-maximal effect.

Each structure is followed by: HT1080-NT tox | KB-V1 cytotox | HEK293 tox | GLP1R inv ag | HT1080 IDH1KD tx | SW480 rerep | TDP-43 yeast inh | GLP1R ag | KB-3-1 cytotox
COC(=O)c1cc(S(=O)(=O)NCC2CCN(Cc3ccc(F)cc3)CC2)cn1C
    -0.5% | -0.4%&-4.9% | 4.7%&-9.9% | 0.8%&1.3% | 17.0% | 4.8% | 10.7%&-3.0% | 7.9% | -0.9%&9.5%
O=C(NC1CCS(=O)(=O)C1)C1C2CC3CC(C2)CC1C3 (centres undefined)
    17.5% | 18.8% | 12.8% | 49.8%[activator] | 21.9% | -8.5% | -18.3%[0.397 µM] | 12.1% | 1.9%
Cc1ccc(C)c(NC(=O)CN(C)C(=O)c2ccccc2Cc2ccccc2)c1
    0.2% | u | 4.1% | u | -19.8% | -0.2% | -6.1% | -1.6% | 4.1%
COc1ccc(NC(=O)c2cccc(S(=O)(=O)N3CCN(C)CC3)c2)c(OC)c1
    7.0% | u | -2.0% | 8.2% | 15.1% | -1.9% | 17.5% | 1.2% | 7.4%
O=C(COC(=O)c1cccc(Br)c1)Nc1ccc2[nH]c(=O)[nH]c2c1
    0.9% | 10.0% | -3.7% | 7.5% | 12.1% | -3.8% | 24.1% | -9.5% | -10.1%
O=C1CSc2ccccc2N1
    -4.5% | 0.0% | -7.1% | -8.6% | -11.9% | u | -5.1% | 1.9% | -11.3%
CC(=O)Nc1ccc(S(=O)(=O)N2CCN=C2SCc2ccc(F)cc2)cc1
    -19.4% | -3.4% | -3.1% | 31.4% | -15.2% | -3.1% | 12.1% | 13.5% | -2.9%
Cc1csc(SCCn2c(N3CCOCC3)nc3c2c(=O)[nH]c(=O)n3C)n1
    5.5% | 21.6% | 2.2% | -3.9% | 6.3% | -7.9% | 6.2% | -6.1% | -2.5%
COc1ccc(NC(=O)c2ccc(S(=O)(=O)NCc3cccnc3)cc2)cc1
    -19.4% | -17.4% | 4.1% | u | -17.9% | -11.8% | 4.1% | 1.2% | -31.4%
O=[N+]([O-])c1cccnc1Oc1cc(Cl)c(Cl)cc1Cl
    -3.2% | -0.9% | 1.6% | u | -3.8% | x | 0.0% | 5.8% | 0.0%
N#Cc1cccc(C(=O)OCC(=O)N2CCCc3ccccc32)c1
    8.5% | 0.0% | -0.3% | -13.4% | 12.9% | 56.9% | 0.0% | 7.1% | 13.7%
COc1ccc(C(=O)C2CCCN(C(=O)c3ccc(C(C)=O)s3)C2)c(C)c1 (centres undefined)
    2.5% | -2.8% | 3.6% | 13.1% | -10.0% | u | 10.3% | 10.5% | -13.9%
O=C(COC(=O)c1cccs1)Nc1cccc(S(=O)(=O)NC2=NCCCCC2)c1
    8.4% | -6.7% | 5.5% | 1.9% | 20.6% | -0.6% | 4.0% | 4.4% | -13.3%
Cc1ccc[n+](CC(=O)/C=C2\N(C)c3ccccc3C2(C)C)c1
    -18.3% | u | u | -25.9% | u | 1.0% | -1.5% | -6.5% | 7.31µM*
CCOC(=O)c1[nH]ncc1CN1CCCC(C(=O)c2ccc(OC)c(OC)c2)C1 (centres undefined)
    -3.9% | -6.3% | -6.0% | -21.0% | -1.7% | 7.0% | -9.7% | 12.1% | 1.3%
O=C1CCCc2cc3c(cc21)CCCC3
    18.4% | 0.4% | 0.5% | -25.4% | 13.9% | -6.6% | -5.5% | 10.3% | -12.8%
CNc1ccccc1C(C)(C)c1cc(-c2ccc(F)cc2)no1
    -10.2% | u | 48.8%[activator] | u | -20.5% | x | -1.4% | -18.1% | 8.2µM*
CCC(=O)Nc1ccc2c(c1)nc(CCN1CCN(C)CC1)n2C
    7.6% | u | -3.2% | 17.1% | 8.1% | 0.8% | -6.9% | -9.8% | -9.1%
NNC(=O)COc1ccc(-c2n[nH]c(C(F)(F)F)c2-c2ccc(Br)cc2)c(O)c1
    3.3% | 3.8% | 6.1% | u | 17.2% | -78.7%[inhibitor] | 6.7% | -21.4% | 13.7%
CC(C)C(=O)N1CCC1(C)C(=O)Nc1ccccc1OC(F)F (centres undefined)
    10.8% | 2.1% | -9.4% | -18.2% | 0.0% | x | 21.0% | -7.5% | 0.0%
CCN(CCO)Cc1cc(=O)oc2cc3c(cc12)CCC3
    -2.3% | u | -0.8%[7.66 µM] | -0.7%[7.66 µM] | 10.4% | -1.6% | -5.3% | 3.6% | 11.3%
CCCn1ncc(CN2CCC(CO)(CC3CCCCO3)CC2)c1C (centres undefined)
    13.4% | 12.5% | -7.2% | -5.9% | 15.5% | -6.5% | -28.1% | 0.4% | 3.0%
Cc1ccc(-n2nc(C)c3c(C)cc(=O)n(CC(=O)N4CCCc5ccccc54)c32)cc1
    x | 3.6% | -0.7% | 7.6% | x | x | 3.7% | x | -6.0%
CCN(C(=O)Cn1c(=O)oc2ccccc21)c1cccc(C(F)(F)F)c1
    15.9% | -11.8% | -12.4% | u | 13.8% | 1.9% | 10.3% | -1.2% | 0.0%
[O-][n+]1c2c(nn1-c1ccc(Cl)c(Cl)c1)-c1nonc1CC2
    u | -4.5% | -14.2% | 1.6% | 24.5% | -10.0% | -21.5% | u | 16.2%
O=C(Nc1ccc(CN2CCOCC2)cc1)c1ccc(N2CCCC2)c([N+](=O)[O-])c1
    1.3% | u | 2.0% | -13.8% | 1.4% | 5.2% | 17.6% | 18.8% | -4.7%
CN(C)c1ccc(CN2CCC(C(=O)NC(c3ccc(Cl)cc3)c3cnccn3)CC2)cc1 (centres undefined)
    -22.0% | -8.7% | -5.2% | u | u | x | 2.9% | -0.3% | 0.0%
COC(=O)c1ccc(NC(=O)CCS(=O)(=O)c2ccc3c(c2)NC(=O)C(C)S3)cc1 (centres undefined)
    -1.6% | 9.3% | -3.3% | u | -2.4% | 9.6% | -0.7% | 4.0% | -7.3%
Cc1cc(C)cc(NC(=O)CN2C(=O)NC(Cc3c[nH]c4ccccc34)C2=O)c1 (centres undefined)
    -5.3% | 0.0% | -25.5% | u | -4.9% | -1.3% | -4.1% | -6.6% | -2.8%
COCCNc1nc(-c2cc(F)ccc2C)c2sc(-c3ccccc3)cc2n1
    -16.2% | -16.8% | 0.3% | -23.7% | -17.4% | x | 13.8% | 26.5% | -0.3%
Cc1c(Cl)cccc1NC(=O)Cn1nc(C)c2sc3ccccc3c2c1=O
    x | -0.5% | 2.3% | 8.6% | x | x | -2.9% | x | -9.3%
Nc1ccccc1C#Cc1ccccc1
    1.7% | 0.1% | -22.7% | u | -7.8% | 1.6% | 20.0% | -2.8% | 12.9%
CCN1CCN(C(=O)C2CCCN(c3ncnc4c3nc3n4CCCCC3)C2)CC1 (centres undefined)
    8.6% | -3.2% | 16.1% | 5.4% | 13.2% | -7.4% | 5.8% | -3.4% | 0.2%
Cc1cccc(-c2nc(SCCCOc3ccccc3Cl)n3[nH]c(=O)cc3n2)c1
    x | -9.3% | 0.9% | 15.9% | x | x | 14.8% | x | 3.8%
O=C(CCS(=O)(=O)Cc1ccccc1F)NCc1ccccc1Cl
    11.4% | 15.6% | -1.2% | -9.8% | 4.5% | -0.2% | -17.1% | 10.0% | -0.4%
O=C(/C=C/c1ccc([N+](=O)[O-])cc1)Oc1ccc(/C=N/NC(=O)c2ccncc2)cc1
    -2.9% | 3.5% | -4.6% | 0.6% | -1.6% | -3.8% | 20.6% | -2.3% | 5.3%
Cc1cc(C)c(C#N)c(SCC(=O)C2CC2)n1
    -8.2% | 0.5% | 195.3%[activator] | 66.9%[activator] | 10.7% | 20.6µM* | 11.4% | 17.6% | 1.3%
O=C(Oc1ccc(-c2cnc3ccccc3n2)cc1)c1ccc(Cl)c([N+](=O)[O-])c1
    11.5% | u | 23.4% | 0.4% | 8.7% | -14.3% | -2.2% | 25.4% | u
Cn1c(=O)c2c(SCC(=O)N3CCc4ccccc43)nc(-c3ccc(Cl)cc3)nc2n(C)c1=O
    x | u | 5.1% | 27.4% | x | x | 20.9%[9.22 µM] | x | -2.8%
CC1SCC(=O)N(CC(=O)NCc2ccccc2)C1=O (centres undefined)
    8.9% | 29.4% | 5.0% | 25.2% | -0.9% | -4.0% | 16.3% | 7.5% | 4.3%
CCOc1ccc(C(c2nnnn2C(C)(C)C)N2CCN(C(=O)c3ccco3)CC2)cc1 (centres undefined)
    8.6% | -26.7% | 9.0% | -14.5% | 0.0% | -2.1% | 13.4% | 8.5% | 1.9%
CN1C(C(=O)NCc2cccc(Br)c2)CC2Cn3c(nc4cc(Cl)c(Cl)cc43)C21 (centres undefined)
    -0.1% | 11.3% | -7.0% | -20.4% | -2.1% | -30.3% | u | 1.3% | 0.0%

Whole records from above:
Entry for Cn1c(=O)c2c(SCC(=O)N3CCc4ccccc43)nc(-c3ccc(Cl)cc3)nc2n(C)c1=O → HT1080-NT tox = x; KB-V1 cytotox = u; HEK293 tox = 5.1%; GLP1R inv ag = 27.4%; HT1080 IDH1KD tx = x; SW480 rerep = x; TDP-43 yeast inh = 20.9%[9.22 µM]; GLP1R ag = x; KB-3-1 cytotox = -2.8%
Entry for CCN1CCN(C(=O)C2CCCN(c3ncnc4c3nc3n4CCCCC3)C2)CC1 (centres undefined) → HT1080-NT tox = 8.6%; KB-V1 cytotox = -3.2%; HEK293 tox = 16.1%; GLP1R inv ag = 5.4%; HT1080 IDH1KD tx = 13.2%; SW480 rerep = -7.4%; TDP-43 yeast inh = 5.8%; GLP1R ag = -3.4%; KB-3-1 cytotox = 0.2%

Source: PubChem (National Center for Advancing Translational Sciences (NCATS))
